# TDP43 rescue: rescues yeast growth from TDP-43 toxicity. Potency, µM (series often up to 46.1 µM), inactives show top-dose growth rescue (activation), actives largely listed as activators. 410,000 compounds, 1.8% hits. TDP-43 expressing yeast growth rescue, BacTiter-Glo, 24 h. AID 652104; also: % of control where 0% means no effect; nearly all actives have a fitted effect of over 50% in size
#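 Readout is BacTiter-Glo luminescence of cell growth, so inhibitors register as activators. TDP-43-expressing yeast at OD600=0.02 in galactose medium, after raffinose pregrowth to mid-log, were incubated with compound for 24 hr at 30 deg C.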
# EPAC2 agonist: EPAC2 (human) agonism; EPAC2 activation, biochemical qHTS; response scale: 100% = 6.5 mM cAMP response; Potency, µM (top dose mostly 154 µM), without a hit: at the top dose activation, usual class: activators; 360,000 compounds, 0.079% hits; AID 720711; also: nearly all actives have a fitted effect of over 50% in size
# Target sequence (Q8WZA2 whole entry, looked up): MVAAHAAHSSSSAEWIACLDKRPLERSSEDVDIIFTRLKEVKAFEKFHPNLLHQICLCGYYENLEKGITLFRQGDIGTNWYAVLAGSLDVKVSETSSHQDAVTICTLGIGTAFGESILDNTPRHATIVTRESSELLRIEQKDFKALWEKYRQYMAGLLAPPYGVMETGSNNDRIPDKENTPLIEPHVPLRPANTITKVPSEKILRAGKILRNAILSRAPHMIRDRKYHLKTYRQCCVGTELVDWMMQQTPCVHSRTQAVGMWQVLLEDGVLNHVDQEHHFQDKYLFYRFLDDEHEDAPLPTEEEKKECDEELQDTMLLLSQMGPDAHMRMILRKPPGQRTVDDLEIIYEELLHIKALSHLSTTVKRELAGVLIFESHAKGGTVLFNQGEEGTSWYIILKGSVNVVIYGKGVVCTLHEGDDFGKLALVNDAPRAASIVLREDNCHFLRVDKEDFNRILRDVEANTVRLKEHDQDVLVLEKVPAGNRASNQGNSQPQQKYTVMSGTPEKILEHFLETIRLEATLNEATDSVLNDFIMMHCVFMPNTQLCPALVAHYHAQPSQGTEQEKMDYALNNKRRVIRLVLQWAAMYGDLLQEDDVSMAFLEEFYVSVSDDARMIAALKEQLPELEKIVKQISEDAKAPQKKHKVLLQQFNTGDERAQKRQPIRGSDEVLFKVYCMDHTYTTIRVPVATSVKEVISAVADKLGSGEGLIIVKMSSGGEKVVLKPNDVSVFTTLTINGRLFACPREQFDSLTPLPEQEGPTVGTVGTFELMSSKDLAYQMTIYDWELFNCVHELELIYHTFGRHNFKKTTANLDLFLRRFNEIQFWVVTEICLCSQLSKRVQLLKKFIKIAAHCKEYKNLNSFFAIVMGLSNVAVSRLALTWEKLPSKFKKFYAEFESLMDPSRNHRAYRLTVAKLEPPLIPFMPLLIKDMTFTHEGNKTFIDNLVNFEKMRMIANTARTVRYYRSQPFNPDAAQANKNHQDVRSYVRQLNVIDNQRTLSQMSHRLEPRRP
#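 Compounds were added across a concentration range to EPAC2 (100 nM), RAP1B-BODIPY-GDP (250 nM) and GDP (50 uM). After 5 min at room temperature, fluorescence was recorded at 5-min intervals for 30 min.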
# EPAC1 agonist: activates human EPAC1 exchange factor; EPAC1 agonist qHTS, biochemical assay; response scale: 100% = response to 6.5 mM cAMP; Potency, µM (series often up to 154 µM), for inactives: at the top dose activation, hits mostly activators; 360,000 compounds, 0.073% hits; AID 720707; also: nearly all actives have a fitted effect of over 60% in size
#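 Normalized to 6.5 mM cAMP, activity reflects EPAC1-catalysed release of BODIPY-GDP from Rap1B, followed kinetically over 30 min at 480 nm excitation, 540 nm emission. Reaction contained 100 nM EPAC1, 250 nM Rap1B-BODIPY-GDP, 50 uM GDP.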
# EPAC1 antagonist: antagonists of human EPAC1; O95398; AID 720709; Potency, µM (top dose mostly 115 µM), inactives show at the highest dose activity change, negative = inhibition, usual class: inhibitors; 360,000 compounds, 0.14% hits; EPAC1 GEF assay, Rap1b-BODIPY-GDP exchange fluorescence;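 also: plate controls were vehicle for no effect and positive control for full effect; nearly all actives have a fitted effect of over 50% in size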
# aSyn yeast inh: alpha-synuclein toxicity inhibition in yeast; 370,000 compounds, 0.14% hits; Potency, µM (highest dose often 46.1 µM), inactives show at the top dose growth rescue (activation), usual class: activators; Yeast expressing alpha-synuclein, growth rescue, BacTiter-Glo, 24 h; also: % of control where 0% means no effect; nearly all actives have a fitted effect of over 65% in size
#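 Screening used galactose-induced yeast with toxic alpha-synuclein levels, exposed to compound for 24 hr at 30 deg C. Cell growth, read with BacTiter-Glo luminescence, gave the measured signal.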
# FUS yeast rescue: FUS proteinopathy suppression in yeast. 390,000 compounds, 0.24% hits. Potency, µM (highest dose often 76.6 µM), without a hit: top-dose growth rescue (activation), hits mostly activators. S. cerevisiae FUS-expressing, growth rescue, OD600, 24 h;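 also: plate controls were DMSO vehicle for no effect and reference control for full effect; nearly all actives have a fitted effect of over 55% in size; some results filed as inactive show a strong effect at the top dose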
#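 Compound concentration series was pinned onto galactose-induced FUS-expressing yeast seeded at OD 0.005. Plates sat 24hr at 30C; absorbance at 600 nm gave growth. DMSO served as background control.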
# EPAC2 antag: antagonists of human EPAC2; Potency, µM (top dose mostly 114 µM), for the others: top-dose activity, negative = inhibition, usual class: inhibitors; Q8WZA2; EPAC2 GEF exchange of Rap1B-BODIPY-GDP, fluorescence; 360,000 compounds, 0.18% hits; also: % is scaled to controls: 0 for no effect and ±100 for the full control effect; nearly all actives have a fitted effect of over 45% in size; many of its hits are not listed in these tables
# PTHR1 ag: agonists of human PTHR1 parathyroid hormone receptor. HEK293 GP2 PTHR1 cells, GloSensor cAMP luminescence, 1 h. Potency, µM (titrated, usually from 115 µM), for inactives: at the highest dose activation, hits mostly activators. 410,000 compounds, 0.075% hits; also: nearly all actives have a fitted effect of over 55% in size; some results filed as inactive show a strong effect at the top dose; inactives centre near -15; many of its hits are not listed in these tables
#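 HEK-293-derived GP2 cells expressing PTHR1 and a GloSensor cAMP reporter, 3,000/well, plated overnight, given luciferin plus IBMX (each 0.5 mM as added) for 1 h at 37 °C, then compound for 1 h at 37 °C. Luminescence was read after 15 min at room temperature.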
# * marks the source's active call; other numbers are inactive results; i = inactive; u = inconclusive; x = not tested or not shown; & = joins results of further samples; [ ] = remark or other dose. Calls follow the shape of the dose curve; as a rule, active = well fitted curve in the direction sought with a large enough effect; inconclusive = small, poorly fitted or top-dose-only effect, or another doubt; inactive = no such curve, though single readings can be large; an effect the other way counts as inactive or inconclusive. Potency is read from the fitted curve at half-maximal effect.
# Results follow in this order: TDP43 rescue | EPAC2 agonist | EPAC1 agonist | EPAC1 antagonist | aSyn yeast inh | FUS yeast rescue | EPAC2 antag | PTHR1 ag
CCOC(=O)C(C)Sc1nc2c(cnn2-c2ccc(F)cc2)c(=O)[nH]1 (configuration not stated)
  -7.6% | -7.0% | -1.5% | 11.4% | 2.2% | -9.8% | 4.9% | i
S=C(NC1CCCCC1)c1ccc2c(c1)OCO2
  29.2% | 10.9% | 11.3% | 1.2% | 0.0% | 18.6% | -5.5% | i
COc1ccc(Cl)cc1NC(=O)CN(C)CC(=O)N(CC(C)C)c1c(N)n(CC(C)C)c(=O)[nH]c1=O
  21.1% | -4.4% | 0.1% | -3.7% | -3.6% | -5.3% | 0.6% | -24.4%
COCCCNC(=O)C(=O)NCC1CCCN1S(=O)(=O)c1cccs1 (configuration not stated)
  3.0% | -0.4% | 4.7% | -2.3% | 5.0% | 12.2% | 12.9% | i
CCC1(c2ccccc2)NC(=O)N(CC(=O)Nc2cc(S(=O)(=O)N3CCCCC3)ccc2N(C)C)C1=O (configuration not stated)
  -1.3% | 7.4% | -1.6% | -10.6% | -12.4% | u | -9.0% | i
CCCCn1c(N)c(N(Cc2ccccc2OC)C(=O)CSCC(=O)Nc2cccc(C)c2)c(=O)[nH]c1=O
  -9.7% | -10.4% | -8.6% | -16.2% | -1.2% | 33.5% | -4.1% | -1.4%
O=C(NCc1cccs1)C1CC(O)CN1C(=O)Nc1ccccc1 (configuration not stated)
  -4.1% | 4.2% | -1.4% | -22.3% | -0.7% | 3.4% | -8.8% | -18.0%
CCCn1c(SCC(=O)N2CCOCC2)nnc1-c1ccncc1
  -2.2% | 3.2% | 2.6% | -14.7% | 7.1% | 11.6% | 2.2% | 16.4%
CS(=O)(=O)c1ccc(Cl)c(NC(=O)CSc2n[nH]c(N)n2)c1
  6.6% | 6.2% | -7.6% | 14.6% | -0.3% | -0.6% | 5.5% | -13.5%
N#Cc1cccc(NC(=O)CSc2ccc3c4c(cccc24)C(=O)c2ccccc2-3)c1
  -1.4% | u | u | 22.1% | 0.8% | 15.6% | 0.1% | -19.1%[57.5 µM]
CCCCCN1C=CC=C/C1=C\C=C(C#N)C#N
  -21.6% | -436.7%[inhibitor] | -4.4% | -3.8% | 5.0% | 10.5% | 240.1%[activator] | i
CCN(C(=O)COC(=O)CCc1ccccc1OC)c1c(N)n(Cc2ccccc2)c(=O)[nH]c1=O
  -21.5% | -15.1% | -6.1% | 8.1% | 9.1% | 20.7% | 11.3% | -0.4%
Cc1ccc([C@H]2C(C#N)=C(N)Oc3cc(C)oc(=O)c32)o1
  10.6%[9.22 µM] | -13.5% | -11.6% | -7.3% | 11.9% | 9.8% | -0.5% | -21.6%
CCC(C)C(NC(N)=O)C(=O)Nc1ccc(C)c(Cl)c1 (configuration not stated)
  14.5% | 3.1% | -4.2% | -3.9% | -0.3% | x | 4.4% | -10.9%
CCc1nnc(NC(=O)CC23CC4CC(CC(Br)(C4)C2)C3)s1
  14.9% | 19.6% | 0.0% | 5.3% | -6.8% | 10.8% | 4.4% | -6.0%

# Whole records as entered above. Order of screens: TDP43 rescue	EPAC2 agonist	EPAC1 agonist	EPAC1 antagonist	aSyn yeast inh	FUS yeast rescue	EPAC2 antag	PTHR1 ag
# `CCOC(=O)C(C)Sc1nc2c(cnn2-c2ccc(F)cc2)c(=O)[nH]1` (configuration not stated) as listed: -7.6%	-7.0%	-1.5%	11.4%	2.2%	-9.8%	4.9%	i
# `S=C(NC1CCCCC1)c1ccc2c(c1)OCO2` as listed: 29.2%	10.9%	11.3%	1.2%	0.0%	18.6%	-5.5%	i

# Remaining list, next part
# Results follow in this order: TDP43 rescue | EPAC2 agonist | EPAC1 agonist | EPAC1 antagonist | aSyn yeast inh | FUS yeast rescue | EPAC2 antag | PTHR1 ag
Cc1ccc(S(=O)(=O)CCc2nc3ccccc3[nH]2)cc1
  19.6%[9.22 µM] | 1.9% | -3.1% | 1.5% | -0.7% | 10.0% | 5.5% | i
CCc1ccc(/C=C2\CN(CC)Cc3c2nc2ccccc2c3C(=O)O)cc1
  1.0% | 2.7% | -5.3% | 5.8% | 1.7% | 20.1% | 9.9% | i
COc1ccc(-c2ccc3ccccc3n2)cc1OC
  u | 9.1% | -3.4% | -7.7% | -7.2% | -9.4% | -12.2% | -28.9%
Cc1c(NC(=O)C(C)OC(=O)Cc2ccc(F)cc2)c(=O)n(-c2ccccc2)n1C (configuration not stated)
  -15.7% | 9.9% | 4.0% | -12.4% | -10.0% | -13.1% | -4.8% | i
CC1CC(C)CN(C(=O)CNC(=O)c2ccc3ccccc3c2)C1 (configuration not stated)
  0.0% | 0.9% | 2.3% | 11.1% | 7.3% | 2.0% | 0.4% | -17.3%
Cc1ccc(C2CC(=O)C=C(Nc3ccc(Cl)cc3)C2)cc1 (configuration not stated)
  11.5% | 7.7% | -17.7% | -1.8% | -3.2% | 8.2% | 1.1% | -7.3%
COc1ccc(-c2nc3ccccc3o2)cc1NC(=O)CSc1ccc(Cl)cc1
  20.8%&-20.6% | 15.0% | 1.7% | 3.9% | -2.5% | -17.2%&23.6% | -4.0% | -22.0%&-3.5%
CCOC(=O)CN(Cc1sccc1C)C(=O)Nc1cccc(OC)c1
  -7.0% | 15.4% | 11.8% | -8.3% | -5.0% | x | 3.4% | 7.5%
COC(=O)c1ccc(CNC(=O)Cn2cnc(C(=O)Nc3ccc(C)c(C)c3)n2)cc1
  21.7% | 14.6% | 7.2% | -17.3% | -11.4% | -3.9% | 19.4% | i
COc1cc(C2Nc3ccc4ccccc4c3C3=C2C(=O)CC(C)(C)C3)ccc1OC(C)C(=O)O (configuration not stated)
  -16.2% | -0.3% | -4.8% | -3.2% | -0.5% | u | 3.7% | i
COc1cccc(CNC(=O)CCCc2nnc3n(C)c(=O)c4sccc4n23)c1
  -2.2% | 10.6% | -2.4% | 0.5% | -8.8% | -6.9% | 26.0% | -23.4%
CCCC(=O)N(Cc1cc2cc(OC)ccc2[nH]c1=O)c1ccccc1OC
  11.0% | 2.0% | -14.2% | -24.9% | -1.3% | -9.7% | 16.0% | -5.7%
COc1ccccc1CNC(=O)c1cc(-c2cccnc2)nc2ccccc12
  0.0% | -2.7% | 5.0% | -5.3% | 6.2% | 1.2% | -4.3% | -4.2%
COCCCNc1nnc(Cc2ccccc2)c2ccccc12
  -17.1%[9.22 µM] | 8.8% | -8.7% | -15.8% | -3.0% | 17.8% | -4.2% | -2.7%
CN1CCN(c2ncnc3c2cnn3-c2ccc(Cl)cc2)CC1
  -16.7% | 4.1% | -6.5% | -8.4% | 0.3% | -12.2% | -2.2% | -34.9%[inhibitor]
CCCS(=O)(=O)NC(=O)C1(C)CCCN(C(=O)c2ccccc2C(F)(F)F)C1 (configuration not stated)
  23.1% | 3.4% | 0.8% | -20.1% | 5.3% | -13.1% | 0.5% | -18.1%
Cc1ccc(C)c(C(=O)COC(=O)CNS(=O)(=O)c2ccccc2)c1
  21.2% | 14.1% | 6.7% | 4.7% | 14.5% | 4.7% | -14.3% | -10.2%
CCC/C=C/c1ccc(CN2C(C(C)C)C(=O)N(Cc3cn(CC4CCCCC4)nn3)CCS2(=O)=O)cc1 (configuration not stated)
  0.0% | -0.1% | -17.0% | -17.6% | u | u | -8.8% | -33.3%[inhibitor]
O=C1Nc2ccc(S(=O)(=O)N(CCO)CCO)c3cccc1c23
  1.5% | -0.1% | 2.3% | -3.9% | -0.3% | -5.0% | 0.1% | i
C=CCn1c(C)cc(C(=O)COC(=O)c2cncc(Br)c2)c1C
  20µM* | 12.9% | 7.3% | -15.0% | 19.0% | 24.2% | -13.4% | -32.1%[inhibitor]
c1ccc(Oc2ccccn2)cc1
  -22.6% | 3.1% | -12.9% | -0.3% | -20.7% | -9.7% | -0.3% | i
COc1ccccc1CN1CC(C(=O)NCCCc2ccc(F)cc2)CCC1=O (configuration not stated)
  -4.0% | 0.0% | -0.9% | -4.4% | -2.0% | 15.8µM* | -11.0% | i
CCCCC(=O)OCC(=O)c1cc(C)n(-c2c(C)n(C)n(-c3ccccc3)c2=O)c1C
  -3.2% | -7.3% | -1.4% | -8.2% | 0.8% | -14.1% | 10.4% | i
CC(C)C[C@H](NC(=O)OC(C)(C)C)c1nnc(SCC(=O)Nc2ccc(Br)cc2)o1
  0.316µM* | 0.3% | -25.9% | -20.4% | -0.8% | 11.9% | -13.6% | u
O=c1nc(-c2ccccc2)c2ccccc2[nH]1
  8.3% | 4.2% | -6.5% | -12.9% | 5.1% | -18.5% | 4.0% | i
CSCCC(c1nc2ccccc2[nH]1)n1c(-c2cc(C(F)(F)F)cc(C(F)(F)F)c2)nc2ccccc21 (configuration not stated)
  -4.5% | -18.9% | -21.1% | -19.4% | -2.5% | u | 19.1% | -32.5%
COc1cc(OC)cc(C(=O)N2CCN(Cc3ccc4c(c3)OCO4)CC2)c1
  -13.3% | 10.7% | 11.0% | 2.9% | 1.0% | 2.1% | 3.5% | -8.1%
O=C(CCNS(=O)(=O)c1ccc2c(c1)CCC(=O)N2)Nc1ccc(F)c(F)c1
  -2.3% | -2.8% | 4.6% | -1.3% | -1.2% | -17.5% | -10.2% | i
CCOc1ccc(NC(=S)NCCCN2CCN(C3CCCCC3)CC2)cc1
  5.0% | -6.5% | -3.7% | 0.1% | 0.4% | 3.3% | 0.7% | i
Cc1ccccc1OCC(=O)Nc1ccc(N2CCN(S(C)(=O)=O)CC2)cc1
  27.5% | 4.8% | -1.5% | -1.8% | -1.3% | 30.6% | 6.8% | -1.4%[57.5 µM]
S=c1[nH]ccn1-c1cccc(Cl)c1Cl
  11.7% | 10.6% | 6.5% | -14.9% | 3.0% | -2.8% | 3.3% | -24.6%
Cc1ccccc1C(=O)N/N=C/c1ccccn1
  5.0% | 4.5% | 8.9% | 7.9% | 2.7% | x | 5.0% | -1.4%
Cc1ccc2sc(N(CCCN(C)C)C(=O)c3ccc(Br)s3)nc2c1C
  -17.4% | 11.0% | 0.0% | -11.8% | 3.4% | 5.3% | -9.3% | -6.1%
CCCOC(=O)c1sc2nc3c(cc2c1N)C(=O)CCC3
  10.0% | -4.2% | -6.2% | 10.1% | -1.1% | 0.8% | 20.6% | i
O=C(CSc1ccc2nnc(-c3cccnc3)n2n1)NCc1ccco1
  8.1% | 14.6% | 1.7% | -8.6% | -2.6% | -13.8% | -7.9% | 0.8%
CN(C)S(=O)(=O)c1cccc(NC(=O)COc2cccc3ccccc23)c1
  0.0% | 4.3% | 1.7% | -20.5% | 4.5% | 21.6% | -4.6% | -19.7%

# From PubChem BioAssay

# An excerpt; rates above refer to the full screens.
